VEEV TC-83 Vero – inhibitors of VEEV TC-83 cytopathic effect, confirmation, Vero cells (AID 588727). inhibition, % at 20 µM, or IC50 in µM where a hit was titrated. hit rate 0.13% among 350,000. Vero cells, VEEV TC-83 cytopathic effect inhibition; higher % means a stronger effect; in the data active means a potency from the dose series; inconclusive means inhibition mostly from about 14% at the one dose, without a potency; inactive means the rest, 99 in 100 with inhibition below about 12%; further: strong numbers were not always called active
M. tuberculosis HTS – M. tuberculosis growth inhibition, HTS (AID 449762); M. tuberculosis H37Rv growth inhibition, 7H9 media; higher % means a stronger effect; inhibition, % at 25 µM, or IC50 in µM where a hit was titrated; hit rate 0.59% among 330,000; in the data active means a potency from the dose series; inconclusive means inhibition above about 70% without an active follow-up result;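 further: bacterial growth assessed after seven days of incubation; strong numbers were not always called active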
Salmonella PhoP GFP – Inhibition of PhoP regulon, Salmonella typhi GFP reporter cells, confirmation, 4 h (AID 1850). Salmonella Typhi PhoP-promoter GFP reporter, fluorescence, 4 h; higher % means a stronger effect. inhibition, % at 50 µM; hits with a dose series show IC50 in µM. hit rate 0.33% among 310,000; in the data active means a potency from the dose series; inconclusive means inhibition mostly from about 25% at the one dose, without a potency; inactive means the rest, 99 in 100 with inhibition below about 19%;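 further: 0% = induced wells with vehicle and 100% = uninduced wells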
tuberculosis growth – growth inhibition of non-replicating M. tuberculosis (AID 488890); inhibition, % at 25 µM; hits with a dose series show IC50 in µM; Mycobacterium tuberculosis non-replicating, growth inhibition; higher % means a stronger effect; hit rate 0.39% among 320,000; in the data active means a potency from the dose series; inconclusive means inhibition mostly from about 82% at the one dose, without a potency; inactive means the rest, 99 in 100 with inhibition below about 76%;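 further: plate controls were DMSO cells for no effect and high antibiotic wells for full effect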
H1N1 NS1A inhibition – H1N1 influenza NS1A inhibitors, functional cell based assay (AID 504329). NS1A functional cell-based assay, percent inhibition; higher % means a stronger effect. hit rate 0.3% among 340,000. inhibition, % at 12.5 µM; hits with a dose series show IC50 in µM; in the data active means a potency from the dose series; inconclusive means inhibition above about 27% without an active follow-up result; further: strong numbers were not always called active
VEEV TC-83 Vero 10K pilot screen – recorded beside VEEV TC-83 Vero, whose call it bears; inhibition, %; measured here: 10K pilot screen inhibition
* marks the source's active call; other numbers are inactive results; i = inactive; u = inconclusive; x = not tested or not shown; & = joins results of further samples.

SMILES | VEEV TC-83 Vero | M. tuberculosis HTS | Salmonella PhoP GFP | tuberculosis growth | H1N1 NS1A inhibition | others
CCOCCCNC(=O)CN1C(=O)CSc2cc(S(=O)(=O)N3CCCCCC3)ccc21 | 0.9% | 6% | -8% | 13% | 3%
C[C@@H]1C=C(C(=O)N2CCOCC2)O[C@H](OCc2ccc(CO)cc2)C1 | 0.9% | 4% | 15% | 9% | -2% | VEEV TC-83 Vero 10K pilot screen=0.4
Cc1ccc(-c2nn(-c3ccccc3)cc2/C=N/NC(=O)c2ccncc2)o1 | 7.9% | u | 12% | 6.1µM* | 6%
CCN1CCCC1CNC(=O)C1CCCN(S(=O)(=O)c2cccc3nsnc23)C1 (configuration not stated) | 0.5% | -6% | -9% | 7% | 4%
COc1cc(/C=N/NC(=O)c2cccnc2)ccc1OC(=O)c1cccc(Br)c1 | 9.8% | -19% | -5% | -5% | -8%
C/C(=N\NC(=O)c1cccc(S(=O)(=O)N2CCCC2)c1)c1ccc(OCC(=O)N(C)C)cc1 | i | 3% | 3% | 3% | -2%
CCOc1ccccc1C(=O)Nc1ccc2nc3n(c(=O)c2c1)CCCCC3 | 13% | 10% | 4% | 29% | -3%
CC(Sc1nnc(CC(=O)Nc2ccccc2F)n1C)C(=O)Nc1nccs1 (configuration not stated) | 0.1% | 1% | 7% | -9% | 8%
Cc1cc(NC(=O)CC(C)C)c(=O)n(Cc2c(F)cccc2Cl)c1 | i | 1% | -6% | 6% | -1%
COc1ccc(/C=N/NC(=O)CCCOc2ccc(Cl)cc2Cl)cc1[N+](=O)[O-] | 0.4% | -2% | 0% | 0% | 1%
CCc1ccccc1NC(=O)NNC(=O)c1ccc2ccccc2c1O | 3.0% | -6% | -3% | -27% | -7%
O=S(Cc1ccccc1)CC(O)(c1ccc(Cl)cc1)c1ccc(Cl)cc1 (configuration not stated) | i | 3% | -2% | 29% | -4%
Cn1c(=O)c2c(nc(SCC(=O)OCc3ccccc3)n2C)n(C)c1=O | 0.8% | x | -12% | x | -1%
CC(=O)c1sc(NC(=O)CCCOc2ccccc2C)nc1C | 0.8% | 0% | 2% | 9% | 7%
COc1cc2c(cc1NC(=O)CN1CCN(S(=O)(=O)c3ccc(F)cc3)CC1)oc1ccccc12 | 6.9% | -8% | 1% | 9% | 8%
COC(=O)CSc1nc(-c2ccc(C)cc2)c2c(c1C#N)CCCC2 | i | 50% | 7% | u | 0%
Cc1cccc(N2CCN(C(=O)c3ccc4nccnc4c3)CC2C)c1 (configuration not stated) | 7.4% | -1% | x | 13% | -19%
O=c1[nH]c(CN2CCN(c3ccccc3)CC2)nc2ccccc12 | 0.5% | 5% | 2% | -3% | 3%
CCCC[C@@H]1CNC(=S)N1CC1CCCCC1 | 0.0% | 2% | -1% | 13% | -3%
CSc1nc(C)c2cc(C)oc2n1 | i | -7% | 4% | 6% | -4%
CCOC(=O)CC(NC(=O)c1cccs1)c1ccc(OCC)cc1 (configuration not stated) | 1.1% | -11% | 6% | 33% | -2%
O=C(Cn1cnnn1)Nc1ccccc1Cc1ccccc1 | 0.0% | -2% | 13% | -6% | -4%
CCCCCCCCCC(=O)N/N=C(\C)c1cccnc1 | 0.5% | 23% | -5% | x | 6%
COc1cc(-c2cccs2)cc(=O)c2c(C)oc(C)c12 | i | 2% | -10% | 18% | 9%
Cc1ccc(-c2nnc(Nc3ccc(C(=O)N(C)C)cc3)c3ccccc23)cc1S(=O)(=O)NCC1CCCO1 (configuration not stated) | 3.7% | -1% | 2% | -8% | -5%
O=C(C1CC2C=CC1C2)N1CCN(c2ccccc2)CC1 (configuration not stated) | 0.3% | -10% | 2% | 1% | -11%
C=CCOC1=CS(=O)(=O)N(Cc2ccc(Br)cc2)c2ccc(Br)cc21 | 2.6% | x | x | x | -3%
CC(C)C(NC(=O)c1ccccc1)C(=O)NCC(c1ccccc1)N(C)C (configuration not stated) | 0.3% | 6% | 6% | 14% | -14%
O=[N+]([O-])c1ccc(OCCN2CCNCC2)cc1 | i | 9% | -5% | -1% | 4%
Cn1nnnc1NC(=O)c1ccccc1Cl | i | -8% | 0% | 0% | -4%
Cc1c(Cl)cccc1NC(=O)CCCN1C(=O)c2cccnc2C1=O | i | -7% | 8% | -15% | 1%
N#C/C(=N\Nc1cccc(F)c1)C(=O)C1CC1 | 1.8% | -13% | 5% | 6% | -17%
COC(=O)c1c(NC(=O)CN(c2ccccc2)S(C)(=O)=O)sc2c1CCCC2 | 2.3% | -7% | -9% | 32% | -5%
O=S(=O)(NCCc1nnc2ccc(SCc3cccnc3)nn12)c1ccccc1 | 0.3% | 3% | -10% | -6% | -5%
CC(NC(=O)Cc1ccc(F)cc1)C(c1cccs1)N1CCN(C)CC1 (configuration not stated) | i | -10% | 9% | -25% | 2%
Cc1cccc(N=C2NN=C(c3c(C)[nH]c4ccccc34)CS2)c1 | 4.5% | 37% | 5% | 19% | -3% | VEEV TC-83 Vero 10K pilot screen=7.3
O=c1[nH]c(COc2ccc(Cl)cc2Br)nc2ccccc12 | 6.9% | -8% | -6% | 0% | -2%
COc1cc2c(cc1OC)C(C)N(C(=O)CCc1c[nH]c3ccccc13)CC2 (configuration not stated) | i | -3% | -7% | -1% | -6%
Cc1ccc(SCC(=O)Nc2ccc(N3CCN(C)CC3)c(F)c2)c(C)c1 | 2.2% | 6% | 6% | 19% | -9%
CCCCC1=CC2=CC(=O)C(C)(OC(=O)CC)C(=O)C2=CN1CCCOC(C)C (configuration not stated) | 0.9% | -6% | 4% | 24% | 8%
COc1cccc(C(=O)CSc2nnnn2C2CCCCC2)c1 | 4.5% | -3% | -8% | 22% | 6%
Cc1ccc2cc(NC(=O)c3ccccc3C)ccc2n1 | 1.3% | 8% | 8% | 14% | -22%
CCOC(=O)C1=C(C)NC(SCC(=O)OC)=C(C#N)C1c1ccc(C(=O)OC)cc1 (configuration not stated) | 2.0% | 5% | 1% | 43% | 12%&-19%
COc1ccccc1C(=O)N1C(CC(=O)Nc2ccccc2C)C(=O)NC2CCCCC21 (configuration not stated) | 4.3% | 4% | 5% | 6% | 0%
CCOC(=O)/C(C#N)=c1/s/c(=C2\C=Cc3ccccc3N2CC)c(=O)n1CC | 5.3% | 10% | -6% | 0% | -31%
CCN(Cc1ccccc1)C(=O)c1cccc(S(=O)(=O)N2CCN(Cc3ccccc3)CC2)c1 | 2.0% | 4% | 1% | 1% | -8%
CCCOc1ccccc1C(=O)N(Cc1ccco1)C1CCS(=O)(=O)C1 (configuration not stated) | 0.6% | -1% | 18% | 1% | 6%
O=C(Nc1ccccc1)N1CCCN(Cc2c(F)cccc2Cl)CC1 | 1.3% | 1% | 2% | -20% | 2%
Cc1ccc(-n2nnnc2SC(C)C(N)=O)c(C)c1 (configuration not stated) | 0.6% | -7% | -4% | -11% | 8%
Cc1ccc(SC[C@H](c2ccccc2)N2CCN(CCc3ccccc3)CCC2=O)cc1 | 0.1% | 63% | 2% | 12% | 3%
Cn1c2ccccc2c(=O)c2c(=O)n(-c3ccccc3)c(C3CCCCC3)nc21 | 0.2% | -2% | 1% | 40% | -2%
COc1cc2cc(C(c3nnnn3C(C)(C)C)N3CCC(C)CC3)c(=O)[nH]c2cc1OC (configuration not stated) | 0.8% | -12% | -2% | 11% | -6%
C/C(=N\NC(=O)c1ccccc1)c1cccc(Br)c1 | 1.6% | 64% | -2% | u | 3%
Nc1c(C(=O)NCC2CCCO2)sc2nc3c(c(-c4ccco4)c12)CC/C3=C\c1ccco1 (configuration not stated) | 10% | x | x | x | -7%
Fc1ccc(C(c2nnnn2C2CCCC2)N2CCc3ccccc32)cc1 (configuration not stated) | i | 4% | 3% | 30% | -2%
COc1cccc(CN(C)C(=O)c2ccccc2SCC(=O)N2CCCC2)c1 | 1.7% | -12% | 9% | -27% | -9%
COc1ccc(-n2c(Cn3nc(C(F)(F)F)cc3C)n[nH]c2=S)cc1 | 0.8% | 2% | 0% | -2% | -6%
CC(C)=C1C2CCC1C1C(=O)N(c3nccs3)C(=O)C21 (configuration not stated) | 1.8% | 2% | -8% | -13% | -8%
CC(C)OC(=O)CSc1nnc(-c2cnccn2)n1-c1ccccc1 | 1.8% | -4% | -11% | 9% | -24%
CC(Oc1cccnc1[N+](=O)[O-])C(=O)Nc1ccc(F)cc1 (configuration not stated) | 3.1% | 1% | x | -9% | -3%
(next part)
SMILES | VEEV TC-83 Vero | M. tuberculosis HTS | Salmonella PhoP GFP | tuberculosis growth | H1N1 NS1A inhibition | others
CN(C)CCCOC(=O)Cc1ccc(Cl)cc1 | 0.2% | 2% | 4% | 3% | -6%
COc1ccc(S(=O)(=O)N2CCN(C(=O)c3cc(C)on3)CC2)cc1 | 0.1% | -8% | x | 7% | -3%
Cc1ccc2oc(=O)c3cnn(CC(=O)Nc4ccccc4N4CCN(C)CC4)c3c2c1 | 9.2µM* | -5% | 4% | 0% | 7%
Cc1cccc(NC(=O)c2cc(S(=O)(=O)N3CCC4(CC3)OCCO4)ccc2F)c1 | 0.9% | 1% | 7% | 24% | -6%
Cc1cccc(C)c1NC(=O)CN(C)C(C)C(=O)Nc1ccccc1-c1ccccc1 (configuration not stated) | 0.9% | 2% | 4% | 20% | 5%
Cn1cc(C(=O)N/N=C/c2ccc3c(c2)OCO3)c2ccccc21 | 2.2% | -2% | -4% | 13% | -1%
CC(C)(C)NC(=O)C(c1ccccc1F)N(Cc1ccco1)C(=O)c1csnn1 (configuration not stated) | 0.2% | -2% | 6% | 4% | -2%
O=S(=O)(NNc1cccc(Cl)n1)c1ccc(Cl)cc1 | i | x | x | x | 3%
Oc1[nH]c2ccccc2c1N=NC(=S)N1CCOCC1 | 13% | 12µM* | 36µM* | u | 4.9µM*
CC1Cc2cc(/C(O)=C3/C(=O)C(=O)N(CCCN4CCOCC4)C3c3ccc(C(C)C)cc3)ccc2O1 (configuration not stated) | i | 10% | 9% | 24% | 3%
CCOC(=O)C1(Cc2cccc(OC)c2)CCN(Cc2cccc3c2OCO3)CC1 | 1.4% | 2% | 6% | 21% | -1%

Ordered by number of heavy atoms (low to high): some entries from above
SMILES | VEEV TC-83 Vero | M. tuberculosis HTS | Salmonella PhoP GFP | tuberculosis growth | H1N1 NS1A inhibition | others
CSc1nc(C)c2cc(C)oc2n1 | i | -7% | 4% | 6% | -4%
CCCC[C@@H]1CNC(=S)N1CC1CCCCC1 | 0.0% | 2% | -1% | 13% | -3%
O=[N+]([O-])c1ccc(OCCN2CCNCC2)cc1 | i | 9% | -5% | -1% | 4%
C/C(=N\NC(=O)c1ccccc1)c1cccc(Br)c1 | 1.6% | 64% | -2% | u | 3%
Cc1ccc2cc(NC(=O)c3ccccc3C)ccc2n1 | 1.3% | 8% | 8% | 14% | -22%
CC(Oc1cccnc1[N+](=O)[O-])C(=O)Nc1ccc(F)cc1 (configuration not stated) | 3.1% | 1% | x | -9% | -3%
Cc1cccc(N=C2NN=C(c3c(C)[nH]c4ccccc34)CS2)c1 | 4.5% | 37% | 5% | 19% | -3% | VEEV TC-83 Vero 10K pilot screen=7.3
C[C@@H]1C=C(C(=O)N2CCOCC2)O[C@H](OCc2ccc(CO)cc2)C1 | 0.9% | 4% | 15% | 9% | -2% | VEEV TC-83 Vero 10K pilot screen=0.4
Cc1cccc(N2CCN(C(=O)c3ccc4nccnc4c3)CC2C)c1 (configuration not stated) | 7.4% | -1% | x | 13% | -19%
Fc1ccc(C(c2nnnn2C2CCCC2)N2CCc3ccccc32)cc1 (configuration not stated) | i | 4% | 3% | 30% | -2%
COc1ccc(/C=N/NC(=O)CCCOc2ccc(Cl)cc2Cl)cc1[N+](=O)[O-] | 0.4% | -2% | 0% | 0% | 1%
CCCCC1=CC2=CC(=O)C(C)(OC(=O)CC)C(=O)C2=CN1CCCOC(C)C (configuration not stated) | 0.9% | -6% | 4% | 24% | 8%
Cc1ccc2oc(=O)c3cnn(CC(=O)Nc4ccccc4N4CCN(C)CC4)c3c2c1 | 9.2µM* | -5% | 4% | 0% | 7%
COc1cc2c(cc1NC(=O)CN1CCN(S(=O)(=O)c3ccc(F)cc3)CC1)oc1ccccc12 | 6.9% | -8% | 1% | 9% | 8%

Compound activity: PubChem BioAssay, Southern Research Specialized Biocontainment Screening Center
